miR122 inh: blocks miR-122 activity in Huh7 sensor cells; activation (reporter increase), % at 12.5 µM; Huh7 miR-122 Renilla luciferase sensor, 48 h; neutral wells = 0, positive control = 100; 0.3% of 340,000 active; AID 602342;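 active = mean replicate activation score at least 90 and every replicate individually at or above 90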;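 also: higher luciferase means less miR-122 activity so hits act as miR-122 inhibitors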
FN deposit inh: fibronectin deposition inhibition | AH1F fibroblasts, Alexa488-fibronectin deposition fluorescence, overnight | inhibition, % at 12.6 µM | 0.086% of 350,000 active;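 active = mean inhibition across replicates of 30% or more, regardless of how many single replicates reach that level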;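 also: positive control wells lacked labelled fibronectin entirely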
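test system = AH1F fibroblasts assembling fluorescent fibronectin matrix | quantity = 10000 AH1F cells per well | buffer or medium = DMEM plus 2% serum, read in PBS | doses = single dose, pinned | incubation = 1 h cell attachment, overnight exposure to compound and label | detection = fluorescence at 485 nm excitation, 525 nm emission | read-out basis = inhibition from reduced deposited-fibronectin fluorescence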
CFTR F508del cor: correctors of CFTR F508del function in bronchial epithelial cells | activity (quench increase), % at 7.58 µM | 0.36% of 350,000 active | CFBE cells, YFP halide quenching; stimulated with forskolin plus potentiator P3; % fluorescence drop versus neutral controls;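 active = mean added fluorescence quench of at least 8% versus neutral control, with both replicates also reaching 8%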;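 also: cells transiently co-express mutant CFTR-F508del with the halide-sensitive YFP; corrector assay measuring rescue of mutant channel to the surface after 24 h compound exposure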
Cneo AK release: Cryptococcus neoformans lysis via adenylate kinase release; C. neoformans lysis, adenylate kinase release luminescence, 4 h; normalised: neutral wells 0, clomiphene wells 100; lysis activity, % at 15 µM; 0.2% of 360,000 active;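 active = mean lysis activity across replicates of at least 80%, whatever share of replicates individually reach that level; inactive = mean lysis activity below 80%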
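Test system: log-phase Cryptococcus neoformans yeast cells. Input: 5 × 10^6 yeast cells/mL. Medium: fresh YPD growth medium. Doses: single dose. Incubation: static 4 h at 37 °C with compound, 1 h detection. Measured by: luminescent adenylate kinase detection reagent. Read-out: signal increase indicating cell lysis. Benchmarks: Clomiphene.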
C2C12 statin: protects C2C12 myotubes from simvastatin toxicity | ATP luminescence, 48 h; scaled: DMSO 0, geranylgeraniol control 100 | rescue of ATP level, % at 7.49 µM | 0.78% of 330,000 active;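 active = mean ATP rescue above about 67%, or every replicate alone reaching that limit, limit read from the data, passing the limit was not always enough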;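 also: myotubes were challenged with 10 µM simvastatin during compound exposure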
INS-1E GSIS act: primary screen for activators of insulin secretion dependent on glucose, INS-1E cells, GLuc reporter luminescence. INS-1E GLuc reporter insulin secretion, 2-3 h. activation, % at 16.6 µM. 0.61% of 370,000 active. AID 743287;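 active = lowest replicate activation of at least 40%, so every replicate reaches that level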;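 also: 0% = median of neutral control wells and 100% = median of IBMX positive control wells; some compounds called inactive have numbers as strong as hits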
PGC1a acetyl inh: PGC1a acetylation modulation, inhibitor mode. 0.17% of 350,000 active. U2OS PGC1a acetylation, AlphaScreen anti-acetyl-lysine; with virally co-expressed GCN5 acetyltransferase. AID 651687. inhibition, % at 15.6 µM;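 active = every replicate shows inhibition of at least 40%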;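 also: 0% = neutral control wells and 100% = positive control wells; some results beyond the cut were filed as inactive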
PglD inh: PglD (C. jejuni) enzyme inhibition; inhibition, % at 12.5 µM; AID 602405; purified PglD enzyme, DTNB colorimetric CoA detection; 0.098% of 360,000 active; in the data active = inhibition above about 16%, passing the limit was not always enough; also: strong numbers were not always called active
* marks the source's active call; other numbers are inactive results; . = not tested or not shown; & = joins results of further samples; [ ] = dose if it differs, or a comment. This is a random part of the collection. Share with any hit: about 2.1%.

SMILES	miR122 inh	FN deposit inh	CFTR F508del cor	Cneo AK release	C2C12 statin	INS-1E GSIS act	PGC1a acetyl inh	PglD inh
CCCCN(C(=O)C1CCCC1)c1c(N)n(CCC)c(=O)[nH]c1=O	-2	7	-5.6	2	-4	9	5	0
COCCNC(=O)C[C@@H]1C[C@H]2c3cc(N(C)C)ccc3O[C@H]2[C@@H](CO)O1	4[16.7 µM]	.	-0.1	0	1	12	11	-3
Cc1ccc([C@H]2N[C@]3(CCCN(CC4CCCCC4)C3=O)[C@H]3C(=O)N(C)C(=O)[C@@H]23)cc1	-6	7	2.0	2	8	6	-8	3
COc1cc(CNn2c(C)n[nH]c2=S)cc(Br)c1OCC(=O)NC(C)(C)C	0	6	.	3	2	.	3	4
O=C(NCc1cccc(Cl)c1)c1ccc(S(=O)(=O)N2CCCCC2)cc1	4	-3	-0.2	-1	-5	26	1	0
CC(C)Cn1cc(C(=O)NCC2CCCO2)c2c3ccccc3n(C)c2c1=O (stereo not drawn)	2	2	.	-1	.	.	4	-1
CCCn1nc(C(=O)Nc2cccc(S(=O)(=O)N3CCOCC3)c2)c2ccccc2c1=O	4	-3	-5.7	2	-1	1	-29	0
COc1ccc(-c2cc(C(F)(F)F)nc(N3CCN(C)CC3)n2)cc1OC	-10	.	.	4	4	.	1	-3
O=C(NCc1ccccc1)C(c1ccc(O)cc1)N(C(=O)c1cnccn1)c1ccccc1 (stereo not drawn)	-7	-3	-0.3	1	11	19	-5	-10
CCOC(=O)N1CCN(C(=O)Cn2ncc3ccccc32)CC1	-6	-3	0.0	2	3	-3	-5	-4
Cc1[nH]c(C(=O)O)c(C#N)c1C(=O)c1ccccc1	-1	1	-2.2	-6	-3	7	5	1
CNC(=O)c1sccc1SCc1ccc(Cl)cc1Cl	.	.	.	-5	-10	1	.	4
O=c1[nH]c2cnccc2n1-c1ccccc1	6	.	.	-3	14	.	12	-2
COc1ccc(NC(=O)C2CCCN(S(=O)(=O)c3ccc4c(c3)CC(C)N4C(C)=O)C2)cc1 (stereo not drawn)	-2	3	-1.3	17	-13	-6	-42	6
COCC(=O)N(C)C[C@@H]1Oc2ncc(-c3ccccc3OC)cc2C(=O)N([C@@H](C)CO)C[C@@H]1C	7[16.7 µM]	-1	-5.0	-4	2	5	1	3
CCc1nnc(NC(=O)C2CCC2)s1	0	-4	.	-4	1	.	6	-1
Cn1ncc(Br)c1C(=O)NC1CCCC1	-3	-2	1.2	1	5	17	.	-2
N=c1c(C(=O)NCCc2ccccc2)cc2c(=O)n3ccccc3nc2n1CCCN1CCOCC1	-2	1	0.2	2	-16	11	-4	-16
NS(=O)(=O)c1ccc(CCNC2CC(=O)N(CCc3ccccc3)C2=O)cc1 (stereo not drawn)	13	.	.	4	1	4	15	-3
Cc1ccc(NC(=O)CCC(=O)OCC(=O)c2ccc(Oc3ccc([N+](=O)[O-])cc3)cc2)c(C)c1	-5	1	.	3	5	.	-14	-7
Cc1ccc(-c2nc(-c3cccnc3)sc2CC(=O)Nc2ccc3nc(C)sc3c2)cc1	-4	-4	.	-1	.	-21	.	1
COc1cc(NS(=O)(=O)c2ccc(N/C=C(\C#N)c3nc4ccccc4o3)cc2)nc(OC)n1	-2	.	.	1	-1	.	2	-6
COc1ccc(C(=O)CSc2nnc(-c3ccoc3C)n2CC2CCCO2)cc1 (stereo not drawn)	-1	.	.	0	.	-10	3	3
COc1ccc(-c2c(NC(=O)CC(C)C)n(C)c3ccccc3c2=O)cc1OC	-1	1	.	0	-19	0	-1	1
C[C@H]1CCCCO[C@H](CN(C)C(=O)Nc2ccc3c(c2)OCO3)[C@@H](C)CN([C@@H](C)CO)C(=O)c2cc(NC(=O)CCCN(C)C)ccc2O1	7[16.7 µM]	.	-2.7	0	.	1	-6	2
Cc1csc2nc(O)c(C(=O)NCCC3=CCCCC3)c(=O)n12	0	1	-2.5	1	7	12	.	0
O=C(CCN1C(=O)C2C3C=CC(C3)C2C1=O)NCCN1CCCc2ccccc21 (stereo not drawn)	6	.	.	4	.	.	-17	0
Cc1cc(C)cc(OCC(O)CN2C(=O)NC(C)(C)C2=O)c1 (stereo not drawn)	.	-15	-3.0	0	10	-4	2	-1
C[C@@H]1CN([C@H](C)CO)C(=O)c2cc(NC(=O)Nc3ccc4c(c3)OCO4)ccc2O[C@H]1CN(C)S(=O)(=O)c1cccs1	-3[16.7 µM]	-1	2.4	-2	.	-10	-1	-3
Cc1ccc(S(=O)(=O)c2c(C)nn(C(C)(C)C)c2OC(=O)C(C)(C)C)cc1	4	.	.	2	-2	.	-33	5
Cc1noc(C)c1NC(=O)Nc1ccc2c(c1)C(=O)N([C@@H](C)CO)C[C@@H](C)[C@@H](CN(C)S(C)(=O)=O)O2	-2[16.7 µM]	.	-0.1	-1	7	8	0	-9
Cn1cc(C(=O)OCC2CCN(CCNS(C)(=O)=O)CC2)c2ccccc21	-6	6	16*	-1	-4	-7	0	0
CCNC(=O)C1(C)CCCN(Cc2ccc(-c3ccccn3)cc2)C1 (stereo not drawn)	-1	.	0.7	-4	5	.	9	-3
COc1cc(C2C(C(=O)c3ccc(C)o3)=C(O)C(=O)N2CCc2ccccc2)ccc1O (stereo not drawn)	-2	.	.	-1	.	.	-2	-5
CCCC(=O)Nc1ccc2c(c1)C(=O)N(C)[C@H]1CC[C@@H](CC(=O)NCC3CCCCC3)O[C@@H]1CO2	-1[16.7 µM]	0	0.5	-4	-2	3	-1	-1
Cc1ccc(S(=O)(=O)N(C)C[C@H]2Oc3ccc(NC(=O)C4CC4)cc3C(=O)N([C@H](C)CO)C[C@H]2C)cc1	9[16.7 µM]	-12	-1.4	.	4	-7	8	10
Cn1c(=O)c2c(nc(SCCN3CCOCC3)n2Cc2ccccc2Cl)n(C)c1=O	0	6	0.5	1	8	.	.	0
COc1ccc(/C=N/NC(=O)c2cccc(NC(=O)c3ccccc3Cl)c2)c(OC)c1	.	-10	0.5	.	.	10	4	.
Cc1ccc(NC(=O)COC(=O)CCC2CCCC2)cc1S(=O)(=O)N1CCOCC1	.	5	-0.8	0	0	-7	2	5
O=C(O)Cc1ccc(NC(=O)c2ccc3c(c2)C(=O)N(Cc2ccco2)C3=O)cc1	.	.	-0.9	-2	2	6	.	2
CCOc1ccc(NC(=O)C(NC(=O)C2CCC(C)CC2)C(C)C)cc1 (stereo not drawn)	1	6	1.0	-2	-9	-5	-4	-1
COc1ccc(NC(=O)Nc2ccc3c(c2)C(=O)N([C@@H](C)CO)C[C@@H](C)[C@@H](CN(C)S(=O)(=O)c2cccs2)OCCCC[C@@H](C)O3)cc1	-6[16.7 µM]	.	0.4	0	.	-18	8	-1
CCC(=O)N(C)C[C@@H]1Oc2cc(-c3ccc(C)cc3)ccc2S(=O)(=O)N([C@H](C)CO)C[C@H]1C	3[16.7 µM]	-15	4.6	-3	-15	-4	-3	2
COc1cccc(/C=C2/SC(=S)N(CC(=O)NNC(=O)c3ccccc3OC)C2=O)c1	-5	6	0.4	5	-13	-24	-1	7
COc1cccc(C2N=C(c3ccccc3C)NO2)c1OC (stereo not drawn)	6	4	0.1	-3	-5	0	-4	4
Clc1cccc(Cl)c1Cn1c(-c2cccnc2Cl)nc2ccccc21	2	.	-1.5	0	.	-59	-2	4
COCCNC(=O)C1CCCN(C(=O)c2nc(C)oc2C)CC1 (stereo not drawn)	2	10	-0.1	1	-1	9	3	2
Cc1ccc(/C=C/C(=O)O)cc1S(=O)(=O)Nc1ccc(C(=O)O)cc1	-3	-4	-0.7	-3	3	20	3	1
CCCCN(CCCNC(=O)C1CCCN(S(=O)(=O)CC)C1)Cc1ccccc1 (stereo not drawn)	-6	.	.	-1	1	.	-1	-1
COc1ccc(S(=O)(=O)N(C)c2ccc(C(=O)N3CCCCC3)cc2)cc1	-9	-1	4.7	1	-12	-35	.	0
Cc1ccc(/C=C/c2nc3sc(C(=O)O)c(C)c3c(=O)[nH]2)cc1[N+](=O)[O-]	-1	7	3.9	0	33	6	.	5
C[C@H](CO)N1C[C@H](C)[C@H](CN(C)C(=O)Nc2ccc3c(c2)OCO3)Oc2ncc(Br)cc2C1=O	4	-5&-21	1.2&5.1	0&3	9&-14	-3&2	13&5	0&-2
O=C(Nc1ccc(F)cc1)N1CCN2C(=O)c3ccccc3C12c1ccccc1 (stereo not drawn)	3	.	.	0	.	.	7	-10
COCCN(C[C@H]1[C@@H](c2ccccc2)[C@H](CO)N1C(C)=O)C(=O)c1ccncc1	-6[16.7 µM]	-12	-0.8	-2	6	9	5	-1
C[C@H](CO)N1C[C@H](C)[C@@H](CN(C)C(=O)CCCN(C)C)OCCCC[C@H](C)Oc2ccc(N(C)C)cc2C1=O	-4[16.7 µM]	.	-1.6	-6	5	31	19	1
CCN(CC(=O)NCc1cccs1)C(=O)c1ccc(-c2ccccc2F)o1	1	-2	2.6	0	-2	-19	-1	4
O=C1NC(c2ccccc2)=C(c2nc3ccccc3s2)C(c2ccc(F)cc2)N1 (stereo not drawn)	-3	3	.	0	.	.	8	-3
CSCCC(NC(=O)C12CC3CC(CC(C3)C1)C2)C(=O)OCC(=O)c1ccc(Cl)cc1 (stereo not drawn)	-1	-4	.	1	.	12	13	-2
COc1ccc(S(=O)(=O)N(C)C2CCN(C)CC2)cc1	.	-1	1.6	-2	10	-17	.	5
Cc1ccccc1S(=O)(=O)N1[C@H](CO)[C@@H](c2ccc(-c3ccc(F)cc3)cc2)[C@@H]1C#N	.	-13	1.1	-1	12	4	1	-1
Following part.
SMILES	miR122 inh	FN deposit inh	CFTR F508del cor	Cneo AK release	C2C12 statin	INS-1E GSIS act	PGC1a acetyl inh	PglD inh
Cc1ccc(S(=O)(=O)N(C)CCCC(=O)N2CCOCC2)cc1	-8	.	.	1	14	.	-4	-1
O=C(O)c1ccc2c(c1)N(Cc1ccc(F)cc1)C(=O)c1ccccc1S2	-9	-2	-0.5	-1	8	-16	-9	-1
N/C(=N\N=Cc1ccc2c(c1)OCO2)NN=Cc1ccc2c(c1)OCO2	-4	.	-2.0	2	-7	-3	4	-2
Cc1ccc(S(=O)(=O)NCC2CCCO2)cc1 (stereo not drawn)	18	2	-1.8	3	0	1	12	3
COc1cccc(S(=O)(=O)N(C)C[C@@H]2Oc3ncc(-c4cccc(F)c4)cc3C(=O)N([C@H](C)CO)C[C@@H]2C)c1	0[16.7 µM]	.	-0.7	112*	7	-17	16	1

Shown comma-delimited: 5 of the compounds above
SMILES,miR122 inh,FN deposit inh,CFTR F508del cor,Cneo AK release,C2C12 statin,INS-1E GSIS act,PGC1a acetyl inh,PglD inh
O=C(O)c1ccc2c(c1)N(Cc1ccc(F)cc1)C(=O)c1ccccc1S2,-9,-2,-0.5,-1,8,-16,-9,-1
N/C(=N\N=Cc1ccc2c(c1)OCO2)NN=Cc1ccc2c(c1)OCO2,-4,.,-2.0,2,-7,-3,4,-2
Cc1ccc(S(=O)(=O)N(C)CCCC(=O)N2CCOCC2)cc1,-8,.,.,1,14,.,-4,-1
COc1cccc(S(=O)(=O)N(C)C[C@@H]2Oc3ncc(-c4cccc(F)c4)cc3C(=O)N([C@H](C)CO)C[C@@H]2C)c1,0[16.7 µM],.,-0.7,112*,7,-17,16,1
Cc1ccc(S(=O)(=O)NCC2CCCO2)cc1 (stereo not drawn),18,2,-1.8,3,0,1,12,3

Source: PubChem
